Compound activity from PubChem.
GLP1R ag = activates the human GLP-1 receptor; HEK293 GLP-1R CRE-luciferase, luminescence, 4-6 h; cells express a hypersensitive GLP-1R form; Potency, µM (titrated, usually from 45.6 µM), inactives show top-dose activation, hits mostly activators; 0.007% of 380,000 active; AID 624172; note: potency is the fitted concentration of half-maximal effect; % of control where 0% means no effect
Target sequence (P43220 whole entry, looked up): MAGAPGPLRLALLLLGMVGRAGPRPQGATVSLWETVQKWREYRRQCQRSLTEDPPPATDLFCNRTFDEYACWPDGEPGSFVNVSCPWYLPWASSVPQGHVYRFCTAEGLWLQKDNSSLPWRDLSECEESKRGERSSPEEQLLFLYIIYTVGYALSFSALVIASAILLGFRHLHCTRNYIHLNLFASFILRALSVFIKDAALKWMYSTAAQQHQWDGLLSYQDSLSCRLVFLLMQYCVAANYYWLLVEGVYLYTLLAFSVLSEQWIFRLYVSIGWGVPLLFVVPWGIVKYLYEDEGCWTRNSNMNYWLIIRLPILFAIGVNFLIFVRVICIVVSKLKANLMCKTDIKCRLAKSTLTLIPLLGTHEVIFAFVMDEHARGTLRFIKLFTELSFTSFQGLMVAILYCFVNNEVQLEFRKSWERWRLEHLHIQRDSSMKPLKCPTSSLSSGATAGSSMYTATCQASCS
IL-2 act = IL-2 activation | IL-2 activation reporter assay, cell-based qHTS; stimulated with anti-CD3/CD4/CD28 beads; in transgenic mouse T cells | activation, % (series mostly up to about 46 µM) | 0.065% of 360,000 active; in the data active = activation above about 50%; inconclusive = mostly about 30% to 49%; note: 0% is about no effect
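Unstimulated transgenic mouse T cells; 60-min compound exposure; bead-based TCR/CD4/CD28 stimulation; 18 h culture, 37 degrees C; dual fluorescence (EGFP, DsRed) plate cytometry.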
PI5P4Ka inh = blocks human PI5P4K alpha kinase activity; P48426; PI5P4Kalpha enzyme, ADP-Glo luminescence, 60 min; active compounds read low; max response, %; 1.2% of 330,000 active; AID 652105; active = max response of -50% or lower; inconclusive = between -30% and -50%; inactive = -30% or higher; note: value at the top dose of about 77 µM; % is set by controls: 0 for no effect and ±100 for the full control effect
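ADP-Glo luminescence end-point read after a 60 min room-temperature kinase reaction of PI5P4Kalpha plus substrate, initiated with ATP at 5 microM final. Buffer: 0.038 M HEPES pH 7.4, EGTA, 0.1% CHAPS, 5% DMSO.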
D3 antag = D3 dopamine receptor (human) antagonism; P35462; D3R cells, DiscoveRx beta-arrestin luminescence, antagonist mode; active compounds read low; max response, negative = inhibition, %; 2.5% of 360,000 active; in the data active = max response below about -50%; inconclusive = no clear call, values can overlap the other calls; note: % is set by controls: 0 for no effect and ±100 for the full control effect; mostly tested at two doses, the higher about 12 µM
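Cells expressing the human receptor were seeded at 1500 cells/well, incubated overnight at 37 degrees C in 5% CO2, then exposed to library compounds with dopamine controls for 90 minutes at 37 degrees C before luminescent detection.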
GLP1R cytotox = cytotoxic in the GLP-1 receptor inverse agonist counter-screen; HEK293 cAMP-luciferase reporter cells, luminescence, 24 h; Potency, µM (doses to about 38.3 µM), without a hit: at the top dose activity change, negative = inhibition, actives largely listed as inhibitors; 0.13% of 410,000 active; AID 624418;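 note: loss of luciferase light is scored as toxicity; potency is the fitted concentration of half-maximal effect; % is set by controls: 0 for no effect and ±100 for the full control effect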
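1536-well qHTS counterscreen of the MLSMR; 200 cells/uL, 12 h pre-incubation, 23 nL cpd, 24 h at 37 deg C 5% CO2, luciferase detection reagent, 12 min RT, luminescence. Inhibition = undesired.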
GLP-1R inv ag = inverse agonists of human GLP-1 receptor. 1.6% of 410,000 active. P43220. Potency, µM (top dose mostly 38.3 µM), for inactives: at the top dose activity change, negative = inhibition, actives largely listed as inhibitors. AID 624417. HEK293 GLP-1R CRE-luciferase, luminescence, 24 h; GLP-1R form is constitutively active; note: potency is the fitted concentration of half-maximal effect; % is set by controls: 0 for no effect and ±100 for the full control effect; nearly all actives have a fitted effect of over 55% in size
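Using stably transfected HEK293 (constitutively active GLP-1R, cAMP-luciferase reporter), compounds were incubated 24 hr and luciferase measured by luminescence.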
DRD3 agonist = agonists of human D3 dopamine receptor; P35462; D3R DiscoveRx beta-arrestin cells, luminescence, 90 min; max activation, %; 0.58% of 410,000 active; AID 652048; in the data active = max activation above about 30%; note: 0% is about no effect; mostly tested at two doses, the higher about 12 µM
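Agonist-mode cell screen: cells plated at 1500/well and incubated overnight at 37 °C, then exposed to library compounds for 90 min at 37 °C. Detection reagent was added for 30–60 min at room temperature, and luminescence was read.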
PLK1 PBD block = PLK1 (human) polo-box domain binding inhibition. P53350. Plk1 PBD binding of FITC phosphopeptide, fluorescence polarization. Potency, µM, without a hit: max response, negative = inhibition, hits mostly inhibitors. 2.8% of 360,000 active. AID 720504; note: potency is the fitted concentration of half-maximal effect; series mostly up to about 57 µM; % is set by controls: 0 for no effect and ±100 for the full control effect; nearly all actives have a fitted effect of over 65% in size
Target sequence (P53350 whole entry, looked up, the tested form may be a part): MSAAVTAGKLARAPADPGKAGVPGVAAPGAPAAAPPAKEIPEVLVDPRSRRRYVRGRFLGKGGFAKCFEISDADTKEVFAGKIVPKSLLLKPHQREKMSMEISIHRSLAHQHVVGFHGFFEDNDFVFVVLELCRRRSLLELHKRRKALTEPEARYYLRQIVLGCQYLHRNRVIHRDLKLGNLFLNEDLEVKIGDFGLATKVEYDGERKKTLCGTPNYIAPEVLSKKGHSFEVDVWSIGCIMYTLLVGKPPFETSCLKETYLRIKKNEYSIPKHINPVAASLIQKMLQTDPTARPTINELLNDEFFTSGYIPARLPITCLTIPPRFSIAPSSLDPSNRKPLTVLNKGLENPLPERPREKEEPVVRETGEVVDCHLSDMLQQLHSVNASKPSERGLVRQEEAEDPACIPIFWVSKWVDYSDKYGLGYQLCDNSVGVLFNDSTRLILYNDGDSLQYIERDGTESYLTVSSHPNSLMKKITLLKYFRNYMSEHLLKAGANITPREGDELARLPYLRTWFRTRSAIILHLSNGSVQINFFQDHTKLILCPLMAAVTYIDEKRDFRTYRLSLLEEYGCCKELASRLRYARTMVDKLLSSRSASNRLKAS
WRN inhibitor = inhibitors of human WRN helicase | Potency, µM (highest dose often 114 µM), inactives show top-dose activity change, negative = inhibition, usual class: inhibitors | 0.46% of 360,000 active | WRN helicase unwinding, fluorescent forked duplex, kinetic | Q14191; note: potency is the fitted concentration of half-maximal effect; % is set by controls: 0 for no effect and ±100 for the full control effect; nearly all actives have a fitted effect of over 55% in size
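WRN at 20 nM final was preincubated with compound for 15 min at room temperature; reaction started with 100 nM forked duplex oligonucleotide carrying fluorophore and quencher plus 2 mM ATP (final). Unwinding followed kinetically by red fluorescence (ex 525/em 598 nm).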
Numbers without * were called inactive; ? = inconclusive; / = not tested or not shown; [ ] = dose if it differs, or a comment. Unless noted, calls come from the whole dose curve; as a rule, active = well fitted curve in the direction sought with a large enough effect; inconclusive = small, poorly fitted or top-dose-only effect, or another doubt; inactive = no such curve, though single readings can be large; an effect the other way counts as inactive or inconclusive.

SMILES	GLP1R ag	IL-2 act	PI5P4Ka inh	D3 antag	GLP1R cytotox	GLP-1R inv ag	DRD3 agonist	PLK1 PBD block	WRN inhibitor
CCN(c1ccc(OC)cc1)S(=O)(=O)c1cc(-c2cc(C)no2)ccc1C(C)C	1.4%	0.3	0.3	-29.3	12.8%	?	-8.7	-2.8%	-7.1%
CCOc1cc2c(cc1OC)C(NC(=O)c1ccco1)CC2=O (centres undefined)	19.6%	-0.5	0.0	4.8	-13.9%	1.3%	4.3	-16.4%	5.3%
COc1ccc(C(=O)Nc2cccc(NC(C)=O)c2)cc1	-2.2%	-0.6	4.5	-17.9	-2.9%	25.4%	-1.9	2.7%	0.2%
COC(=O)c1sccc1NC(=S)N1CCCC(C)C1 (centres undefined)	-16.9%	3.6	12.6	3.8	2.3%	?	2.2	-17.7%	0.0%
COc1ccc(NC(=O)CSc2ccc(-c3cccs3)nn2)c(OC)c1	?	-0.5	6.2	0.6	-3.4%[0.307 µM]	3.0%[0.307 µM]	9.7	-10.0%	-5.8%
Cc1ccc(S(=O)(=O)N2CCN(C(=O)Cn3c(=O)oc4ccccc43)CC2)c(C)c1	-1.2%	0.4	4.1	7.7	-0.8%	-30.2%	2.4	2.5%	-7.0%
CC(C)c1ccc(CNc2nc(NCC3CC3)nc3ccsc23)cc1	-2.9%	-0.9	/	27.2	?	?	10.1	-0.5%	-6.4%
CCN(CC)CCOc1ccc2c(c1)C(=NO)c1cc(OCCN(CC)CC)ccc1-2	-2.6%	-2.0	/	?	?	?	-29.5	-7.2%	35.5µM*
CCCc1ncc(C(O)c2cccc3ccccc23)n1C (centres undefined)	2.4%	-1.1	0.1	-19.3	-5.6%	?	-0.2	-5.4%	-2.3%
COc1ccc(-c2c(C#N)c(N)nc3sc(C(=O)c4ccc(C)cc4)c(N)c23)cc1	0.9%	6.8	-11.8	20.7	20.1%	1.8%	-9.3	?	-7.9%
O=C(COC(=O)c1ccc(O)cc1)Nc1cc(C(F)(F)F)ccc1N1CCOCC1	-0.4%	1.2	2.8	-13.5	0.6%	3.9%	1.4	0.0%	-4.1%
COc1ccccc1C(NC(=O)C1CCN(CCOc2ccc(Cl)cc2)CC1)c1ccccn1 (centres undefined)	-4.2%	1.2	-1.2	-77.8*	-17.7%	?	-8.3	-3.1%	-8.0%
CCCCCC(=O)N1C[C@H](O)[C@@H](n2cc(C3CC3)nn2)C[C@@H]1c1ccc(OC)cc1	-3.1%	0.3	5.3	-16.4	-3.9%	-9.9%	-2.8	-5.0%	3.1%
COc1ccc(C(=O)Nc2ccccc2C(=O)NCCN2CCOCC2)cc1OC	17.5%	0.1	7.3	0.7	-26.9%	41.4%[activator]	-4.9	0.9%	2.7%
COC(=O)c1ccc(C(=O)N2CCCC(CNC(=O)c3ccc(F)cc3)C2)cc1 (centres undefined)	7.1%	-0.6	0.0	6.4	-0.5%	-10.8%	6.8	-9.5%	1.2%
CN(CC(=O)Nc1ccc(F)cc1)C(=O)c1ccc(OCc2cn3ccccc3n2)cc1	13.4%	0.9	-1.1	-8.4	0.8%	10.2%	-0.6	-5.9%	0.0%[11.6 µM]
Cc1nnc(NC(=O)c2ccc3c(c2)NC(=O)CS3)s1	4.4%	0.2	-4.6	0.0	7.4%	4.9%	-3.6	-14.1%	-2.8%
CCOC(=O)c1ccc(S(=O)(=O)N2CCC(N3CCCCC3)CC2)cc1	-3.7%	-4.3	-4.2	2.7	-1.9%	-7.2%	5.8	-0.8%	7.1%
Cc1ccc(-n2nc(C)c3c(C)c(CCC(=O)NCC4CCCO4)c(=O)n(C)c32)cc1 (centres undefined)	3.1%	-0.4	-7.7	1.0	-1.4%	-10.7%	2.6	-2.1%	-3.8%
COc1ccc(NC(=O)C2CCCO2)c(OC)c1 (centres undefined)	3.4%	-2.3	1.0	-21.6	3.1%	72.9%[activator]	-4.1	-20.1%	11.4%
COc1ccc(O)c(-c2[nH]ncc2C(=O)c2ccccc2C)c1	2.7%	-0.6	1.1	-23.8	8.3%	-9.7%	3.6	-6.6%	-0.3%
COC(=O)c1c(C)[nH]c(C(=O)CSc2ncnc3sc(-c4ccccc4)cc23)c1C	-0.7%	-4.3	5.7	-0.5	-2.8%	-13.7%	9.1	-6.4%	-20.4%
C/C(=N\NC(=S)NC(C)C)c1ccccc1OC(F)F	10.5%	-5.5	2.7	-3.6	?	?	-7.7	-6.2%	-27.1%
O=C(c1cccc2ccccc12)N1CCN(Cc2ccccc2F)CC1	-5.8%	-0.4	3.0	-27.4	-4.9%	?	-9.5	-4.3%	0.5%
Cc1ccc(C)c(NS(=O)(=O)c2ccc(-c3ccc(=O)[nH]n3)o2)c1	-2.0%	-0.8	-1.2	-17.7	2.2%	4.4%	2.1	-2.9%	0.1%

Part of the list above, with each value named:
> COc1ccccc1C(NC(=O)C1CCN(CCOc2ccc(Cl)cc2)CC1)c1ccccn1 (centres undefined)
  GLP1R ag = -4.2% | IL-2 act = 1.2 | PI5P4Ka inh = -1.2 | D3 antag = -77.8* | GLP1R cytotox = -17.7% | GLP-1R inv ag = ? | DRD3 agonist = -8.3 | PLK1 PBD block = -3.1% | WRN inhibitor = -8.0%
> CCCc1ncc(C(O)c2cccc3ccccc23)n1C (centres undefined)
  GLP1R ag = 2.4% | IL-2 act = -1.1 | PI5P4Ka inh = 0.1 | D3 antag = -19.3 | GLP1R cytotox = -5.6% | GLP-1R inv ag = ? | DRD3 agonist = -0.2 | PLK1 PBD block = -5.4% | WRN inhibitor = -2.3%

Remaining list, next part
SMILES	GLP1R ag	IL-2 act	PI5P4Ka inh	D3 antag	GLP1R cytotox	GLP-1R inv ag	DRD3 agonist	PLK1 PBD block	WRN inhibitor
CCCC(=O)NC(=S)NNC(=O)c1ccc([N+](=O)[O-])cc1	8.6%	0.2	-15.0	-10.7	-4.6%	3.5%	-9.9	-23.3%	-18.7%
Cc1ccccc1CNC(=O)CCn1nc(C)c2c(C)n(-c3ccccc3)nc2c1=O	-3.9%	-0.4	-0.4	-4.5	-4.8%	11.8%	2.0	-14.9%	0.8%
Cc1ccc(C)c2sc(NC(=O)c3ccc(N4C(=O)CCC4=O)cc3)nc12	-0.7%	-1.3	2.0	-15.1	0.0%	2.3%	-0.7	-16.7%	2.6%
CC(=O)/C(N=Nc1ccc2c(c1)OCO2)=C(\C)O	28.4%	-1.4	-4.7	2.9	-24.8%	23.0%	1.7	-2.0%	-3.6%
O=C(NCC(c1cccs1)N1CCOCC1)c1cccnc1 (centres undefined)	-5.7%	-1.2	-0.8	2.2	1.2%	-4.5%	1.4	-2.7%	-3.5%
N=c1oc2ccc(Br)cc2cc1C(=O)NCc1ccc(F)cc1	6.5%	-0.6	0.3	-0.2	-1.4%	2.5%	1.1	-4.6%	9.0%
CCC(C(=O)OCC(=O)NCc1ccc2c(c1)OCO2)c1ccccc1 (centres undefined)	3.5%	-0.2	0.5	-13.2	2.9%	?	1.6	-3.9%	-2.9%
Cc1cccc(C(=O)NNC(=O)c2ccc(NS(=O)(=O)c3cccs3)cc2)c1C	-5.9%	0.3	3.4	-3.7	4.2%	3.9%	-7.2	-3.7%	1.1%
CC(=O)/C(=N\Nc1cccc(Cl)c1)Sc1cccc2cccnc12	0.6%	-2.1	1.4	2.8	12.6%	1.7%	5.7	-4.2%	-10.1%
Cc1ccc(C(=O)NNC(=O)c2ccoc2C)s1	1.6%	2.2	-1.2	13.3	1.4%	4.6%	-3.1	3.4%	-4.1%
CC(C)CC(NC(=O)C1CCC(C)CC1)C(=O)NCc1cccnc1 (centres undefined)	-6.8%	-2.1	/	2.5	9.4%	0.0%	-2.6	-3.5%	9.5%
CN(C)C(=O)CCc1ccc2c3c([nH]c2c1)[C@]1(C)[C@@H](C(=O)N2CCOCC2)C[C@H](CC(=O)NCCCn2ccnc2)C(=O)N1CC3	-1.7%	-0.6	-1.2	23.5	0.5%	3.9%	4.2	2.4%	-1.3%
COc1ccc(-c2cc(C)nc(SCC(=O)c3cccc([N+](=O)[O-])c3)n2)cc1	-8.9%	2.2	/	25.6	4.0%	-0.5%	17.5	-3.4%	3.7%
COc1cc(/C=C2\NC(=S)NC2=O)ccc1OCc1cccc(C(=O)O)c1	-1.5%	-3.7	-4.4	-3.3	-1.8%	-14.7%	-6.6	-19.7%	?
O=C(CN(C(=O)CCC(=O)Nc1nccs1)c1ccc(F)cc1)NCc1ccco1	0.4%	-2.2	-5.5	13.5	-9.4%	-0.7%	0.5	-29.0%	-2.6%
CC(=O)c1ccccc1OCC(O)CN1CCN(C(c2ccccc2)c2ccccc2)CC1 (centres undefined)	-2.2%	-0.5	9.5	-21.4	-4.5%	?	-17.4	-10.7%	1.1%
Cc1ccc(NC(=O)Nc2cccn(Cc3c(F)cccc3Cl)c2=O)cc1	6.9%	-0.6	0.7	27.8	1.0%	0.7%	6.4	-0.3%	2.3%
Cc1sc2nc(SCC(=O)N(CCO)CCO)nc(N)c2c1C	23.8%	2.0	-2.0	0.1	5.6%	11.4%	4.2	?	-3.6%
Cc1ccc(S(=O)(=O)N(C)CC(=O)N2CCCCCC2)cc1	-1.7%	-0.6	4.9	-3.5	10.5%	2.4%	7.5	-0.7%	7.1%
COc1ccc(C(=O)N2CCNC(=O)C2CC(=O)Nc2ccc(C)c(C)c2)cc1 (centres undefined)	-5.9%	-0.2	0.8	0.8	2.6%	-0.3%	1.5	-8.0%	-10.1%
CCCCn1c(/N=C/c2ccccc2NS(=O)(=O)c2ccc(C)cc2)nc2ccccc21	-11.9%	-5.0	3.9	18.2	12.7%	-10.8%	-15.2	-19.8%	-33.5%
Cc1cccc(NC(=O)NNC(=O)c2nn(C)cc2Br)c1	-6.3%	0.8	-7.0	-1.7	-4.2%	13.0%	1.2	1.0%	3.1%
CCOc1cc(/C=N/n2cnnc2)ccc1OCC(=O)Nc1ccccc1OC	1.3%	-0.2	1.9	58.8	1.6%	40.0%[activator]	1.3	-6.6%	4.2%
O=[N+]([O-])c1ccc(O)c(/C=N/Nc2ccc(Cl)nn2)c1	1.6%	-0.5	4.0	-84.1*	-67.0%	-89.7%	-31.1	-9.5%	-35.1%
Cc1noc(C)c1COc1ccccc1C(=O)NCc1ccccc1Cl	21.2%	-0.3	-5.3	9.7	-2.5%	24.4%	4.7	-1.1%	1.9%
